Screening results (PubChem BioAssay)
F508del corr: F508del CFTR correction, initial screen, CFBE line, single point; CFBE cells, YFP halide quenching; stimulated with forskolin plus potentiator P3; % fluorescence drop versus neutral controls; activity (quench increase), % at 7.58 µM; 350,000 compounds, 0.36% hits;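 active means mean added fluorescence quench of at least 8% versus neutral control, with both replicates also reaching 8%; inconclusive means only one of the mean or replicate conditions met; inactive means mean below 8% and not both replicates reaching 8%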;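 further: cells transiently co-express mutant CFTR-F508del with the halide-sensitive YFP; corrector assay measuring rescue of mutant channel to the surface after 24 h compound exposure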
RAD54 inh: inhibitors of human RAD54 branch migration, primary screen, biochemical, fluorescence, single point; AID 602329, 2012; 360,000 compounds, 0.14% hits; RAD54 Holliday junction branch migration, FAM/BHQ fluorescence; inhibition, % at 10.4 µM; DNA repair and recombination protein RAD54-like (Homo sapiens), Q92698;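 active means mean normalized replicate activity at least 40 and at least half of replicates scoring 40 or more; inconclusive means only one of the two criteria met; inactive means mean below 40 and under half of replicates reaching 40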;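 further: 0% = median of neutral control wells and 100% = median of positive control wells; inhibitors cause a drop in the FAM fluorescence signal; in these data hits start at about 50%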
Target sequence (Q92698 whole entry, looked up): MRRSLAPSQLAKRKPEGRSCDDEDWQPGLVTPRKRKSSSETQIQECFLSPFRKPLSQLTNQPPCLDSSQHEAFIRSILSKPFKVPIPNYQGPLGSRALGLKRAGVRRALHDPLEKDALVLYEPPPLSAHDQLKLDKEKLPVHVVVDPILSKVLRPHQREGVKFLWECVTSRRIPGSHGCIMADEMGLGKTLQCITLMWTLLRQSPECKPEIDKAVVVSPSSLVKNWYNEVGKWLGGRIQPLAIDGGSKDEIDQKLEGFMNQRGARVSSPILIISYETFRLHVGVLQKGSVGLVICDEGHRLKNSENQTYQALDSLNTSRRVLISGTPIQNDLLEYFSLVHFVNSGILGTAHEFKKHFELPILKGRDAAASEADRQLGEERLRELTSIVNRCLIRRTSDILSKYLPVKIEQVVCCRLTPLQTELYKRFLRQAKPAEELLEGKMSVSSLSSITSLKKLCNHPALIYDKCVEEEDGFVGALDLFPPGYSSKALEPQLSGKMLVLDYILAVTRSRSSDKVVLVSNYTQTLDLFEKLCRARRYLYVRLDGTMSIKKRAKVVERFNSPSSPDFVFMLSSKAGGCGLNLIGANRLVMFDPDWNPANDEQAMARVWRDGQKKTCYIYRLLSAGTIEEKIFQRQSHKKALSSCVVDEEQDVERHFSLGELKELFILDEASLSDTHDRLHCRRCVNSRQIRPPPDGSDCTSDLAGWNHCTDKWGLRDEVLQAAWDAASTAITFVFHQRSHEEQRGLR
Xi reactivation: activators of inactive X chromosome reactivation, primary screen, imaging, XiGFP fibroblasts, GFP high-content imaging, set 2; XiGFP mouse fibroblasts, % GFP-positive cells imaging, 3 d; cells co-treated with 5-aza-dC sensitizer; scaled so ellipticine positive control = 100%; activation, % at 7.58 µM; 360,000 compounds, 0.055% hits; AID 743238, 2013;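 active means mean normalized replicate activation at least 10% and every replicate at or above 10%; inconclusive means only one of the two criteria met; inactive means mean below 10% and not all replicates reach 10%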;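 further: 0% = median of on-plate neutral control wells and 100% = ellipticine 6 µM median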
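assay system = SV40-immortalized XiGFP fibroblast cells, line 68-5-11 | buffer or medium = DMEM plus 5-aza-dC sensitizer | doses = single-point pinned compound dosing | times = 3-day compound exposure, then 15 min fixation at room temperature | benchmarks = positive control ellipticine, 6 µM final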
RAD52 inh: RAD52 DNA annealing inhibitors, primary screen, biochemical, FRET, single point, set 2 | DNA repair protein RAD52 homolog (Homo sapiens), P43351 | AID 651710, 2012 | inhibition, % at 18.7 µM | recombinant RAD52 DNA annealing, FRET fluorescence | 360,000 compounds, 0.46% hits;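 active means every replicate showing at least 50% inhibition; inconclusive means mean inhibition at least 50% but not in every replicate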
INS-1E GSIS act: GLuc luminescence reporter in INS-1E cells, primary screen for activators of glucose-dependent secretion of insulin | 370,000 compounds, 0.61% hits | activation, % at 16.6 µM | INS-1E GLuc reporter insulin secretion, 2-3 h;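 active means lowest replicate activation of at least 40%, so every replicate reaches that level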;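 further: 0% = median of neutral control wells and 100% = median of IBMX positive control wells; some compounds called inactive have numbers as strong as hits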
E-selectin induc: E-selectin induction in HUVECs, primary screen, imaging, HUVEC, immunofluorescence imaging, single point. normalized: neutral wells 0, TNF-alpha wells 100. AID 686992, 2013. 260,000 compounds, 0.37% hits. activation, % at 7.58 µM;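 active means mean E-selectin-positive cell signal at least 10% of the positive control, reached in at least 60% of replicates, without over 20% cell loss; inconclusive means no rule given, readout overlaps actives, possibly toxicity-flagged; inactive means the rest, including those meeting only one limit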;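 further: in these data hits start at about 27%; measured in HUVEC primary endothelial cells; signal is the percent of cells scored E-selectin positive by PE staining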
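System: HUVEC / Compound: single concentration / Signal: immunofluorescence imaging / Read-out: percent E-selectin-positive cells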
Casp6 inh: human caspase-6 inhibitors, primary screen, biochemical, VEID-R110 fluorescence, single point, set 2; inhibition, % at 12.5 µM; 350,000 compounds, 0.53% hits; purified caspase-6, Z-VEID-R110 cleavage fluorescence; AID 686996, 2013; P55212;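 active means mean inhibition across replicates at least about 35%, with every replicate also reaching that limit, limit read from the data; inconclusive means only one of the two criteria met; inactive means neither criterion met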;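 further: 0% = median of neutral control wells and 100% = no fluorescence left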
Target sequence (P55212 24-179 limits assumed): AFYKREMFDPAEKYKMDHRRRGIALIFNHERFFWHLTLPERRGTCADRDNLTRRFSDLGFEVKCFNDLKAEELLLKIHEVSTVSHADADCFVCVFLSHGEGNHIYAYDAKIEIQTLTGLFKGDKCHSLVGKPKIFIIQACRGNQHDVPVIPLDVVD
Target sequence (P55212 194-293 limits assumed): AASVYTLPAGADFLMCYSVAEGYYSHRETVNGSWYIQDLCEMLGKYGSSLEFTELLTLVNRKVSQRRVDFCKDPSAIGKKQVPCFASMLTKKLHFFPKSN
DENV2 CPE rescue: inhibitors of DENV2 cytopathic effect, primary screen, cell-based, plate reader, single concentration; AID 651640, 2012; DENV2-infected cells, cytopathic effect rescue; CPE inhibition, % at 9.99 µM; 350,000 compounds, 1.7% hits; in the data active means CPE inhibition above about 20%, passing the limit was not always enough; inconclusive means no clear call, values can overlap the other calls; tested in BHK-21 cells;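 further: 0% = median of neutral control wells and 100% = median of positive control wells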
The depositor's hits bear a star.

For COc1ccc(N(CC(=O)Nc2ccc(C(N)=O)cc2)S(=O)(=O)c2ccc(C)c([N+](=O)[O-])c2)cc1 the results were F508del corr 0.3, Xi reactivation 0.0, RAD52 inh -18, INS-1E GSIS act 2, E-selectin induc -0.7, Casp6 inh -2 and DENV2 CPE rescue inconclusive.
`Cc1ccc(NC(=O)COC(=O)CCc2c[nH]c3ccccc23)c(C)c1` gave F508del corr -1.0, RAD54 inh 4, Xi reactivation -0.5, RAD52 inh -8, INS-1E GSIS act 11, Casp6 inh 3 and DENV2 CPE rescue 7.
`OC(CN1CCCCC1)Cn1c2ccc(Cl)cc2c2cc(Cl)ccc21` (stereo not drawn) gave F508del corr -0.4, RAD54 inh 55*, Xi reactivation 0.0, RAD52 inh 59*, INS-1E GSIS act 80, E-selectin induc 0.1, Casp6 inh -7 and DENV2 CPE rescue -5.
Screening Cc1cc(C(=O)Nc2ccc3c(c2)C(=O)N(C)[C@H]2CC[C@H](CC(=O)O)O[C@@H]2CO3)no1 returned F508del corr 0.5, RAD54 inh -1, Xi reactivation 0.0, INS-1E GSIS act 6, E-selectin induc -0.1 and DENV2 CPE rescue -4.
Screening COC(=O)c1cc(C(=O)OC)n(Cc2ccc(F)cc2)n1 returned RAD54 inh -11, RAD52 inh -14, INS-1E GSIS act 12 and Casp6 inh 1.
For COc1ccc2c3c(n(C)c2c1)[C@@H](CO)N(CC1CCOCC1)CC31CCN(C(=O)Nc2ccccc2)CC1 the results were F508del corr -1.2, Xi reactivation 0.3, INS-1E GSIS act -4, E-selectin induc -0.2 and DENV2 CPE rescue 13.
C[C@@H]1CN([C@H](C)CO)C(=O)c2cccc(N(C)C)c2O[C@H]1CN(C)S(=O)(=O)c1ccc(Cl)cc1 was read as F508del corr 1.3, RAD54 inh -13, Xi reactivation -1.4, RAD52 inh 3, INS-1E GSIS act 5, Casp6 inh -2 and DENV2 CPE rescue inconclusive.
`CS(=O)(=O)Nc1ccc2c(c1)[C@H]1C[C@@H](CC(=O)NCc3ccncc3)O[C@@H](CO)[C@H]1O2` gave F508del corr -6.1, RAD54 inh 7, Xi reactivation 0.1, RAD52 inh 11, INS-1E GSIS act 10, E-selectin induc 0.5, Casp6 inh 15 and DENV2 CPE rescue -5.
C=CCN1C(=O)[C@]2(O[C@H](CCO)[C@@H]([Si](C)(C)c3ccc(OC)cc3)[C@@H]2C)c2cc(N3CCOC3=O)ccc21 was read as F508del corr 5.1, RAD54 inh 1, RAD52 inh 19, Casp6 inh -1 and DENV2 CPE rescue -5.
FC(F)(F)c1ccc(Cl)c(-n2c(-c3ccco3)n[nH]c2=S)c1 was read as F508del corr 0.9, RAD54 inh 10, Xi reactivation 0.1, RAD52 inh -12, INS-1E GSIS act 9, E-selectin induc 0.5, Casp6 inh 1 and DENV2 CPE rescue 4.
COC(=O)[C@H]1[C@H](CO)[C@H]2Cn3c(ccc(-c4cccc(C(=O)N(C)C)c4)c3=O)[C@H]2N1C was read as F508del corr 2.7, RAD54 inh 2, Xi reactivation 0.2, RAD52 inh -7, INS-1E GSIS act 29, E-selectin induc -1.7, Casp6 inh 7 and DENV2 CPE rescue 4.
For CCC(=O)N1[C@H](CN(C)C(C)=O)[C@@H](c2ccc(-c3cccc(F)c3)cc2)[C@@H]1CO the results were F508del corr 0.4, RAD54 inh -3, Xi reactivation 0.2, INS-1E GSIS act -1, E-selectin induc 0.1 and DENV2 CPE rescue 17.
`CC(C)NC(=O)N(C)C[C@H]1OCCCC[C@H](C)Oc2ccc(NC(=O)C3CCCCC3)cc2C(=O)N([C@H](C)CO)C[C@H]1C` gave F508del corr 1.1, RAD54 inh 2, Xi reactivation 0.2, RAD52 inh 8, INS-1E GSIS act 1, Casp6 inh 2 and DENV2 CPE rescue -2.
Screening CC(C)NC(=O)N(C)C[C@H]1Oc2ncc(C#CCc3ccccc3)cc2C(=O)N([C@H](C)CO)C[C@H]1C returned F508del corr 1.1, RAD54 inh 7, Xi reactivation -0.6, RAD52 inh 16, INS-1E GSIS act -18, E-selectin induc -0.4, Casp6 inh -3 and DENV2 CPE rescue 18.
Cc1ccc(OCC(=O)NNC(=O)Cc2ccc(S(=O)(=O)N3CCOCC3)s2)cc1 was read as F508del corr -2.6, RAD54 inh 13, Xi reactivation -0.1, RAD52 inh -13, INS-1E GSIS act -3, E-selectin induc -0.1, Casp6 inh 13 and DENV2 CPE rescue 1.
Screening COC(=O)[C@@H]1C[C@@H]2CC[C@@H](O)C[C@@H]2N1Cc1ccccc1OS(=O)(=O)c1ccc(C)cc1 returned F508del corr -0.6, RAD54 inh 3, Xi reactivation 0.2, RAD52 inh -53, INS-1E GSIS act -1, E-selectin induc 0.1, Casp6 inh -1 and DENV2 CPE rescue -6.
CCOC(=O)[C@@H]1[C@H]2COc3ccccc3[C@@H]2N2C(=O)N(c3cccc(F)c3)C(=O)[C@]12C was read as F508del corr -1.7, RAD54 inh -5, Xi reactivation 0.0, RAD52 inh -6, INS-1E GSIS act -1, E-selectin induc -0.1, Casp6 inh 3 and DENV2 CPE rescue -17.
CCOC(=O)CC1C(=O)NCCN1C(=S)NC(=O)c1ccccc1OC (stereo not drawn) was read as F508del corr 0.6, RAD54 inh 9, Xi reactivation 0.0, RAD52 inh -8, INS-1E GSIS act -1, E-selectin induc 0.0, Casp6 inh -5 and DENV2 CPE rescue 2.
Screening O=C(c1cc(-c2ccc(F)cc2)nc2ccccc12)N1CCC1 returned F508del corr -1.9, Xi reactivation -0.1, RAD52 inh -11, E-selectin induc 0.1, Casp6 inh -7 and DENV2 CPE rescue -9.
`CCN(CC)c1ccc(NC(=O)CSc2n[nH]c(-c3ccco3)n2)cc1` gave F508del corr 3.3, RAD54 inh -12, Xi reactivation 0.1, RAD52 inh -8, INS-1E GSIS act 7, Casp6 inh 2 and DENV2 CPE rescue -5.
Screening CC(C)c1ccc(NC(=O)COC(=O)c2ccc(CN3CCCC3=O)cc2)cc1 returned F508del corr -0.4, RAD54 inh -5, Xi reactivation 0.2, RAD52 inh -22, E-selectin induc -0.4, Casp6 inh -4 and DENV2 CPE rescue 16.
Screening CN(C)C(=O)c1cc(C(=O)c2ccccc2Cl)c[nH]1 returned F508del corr -1.8, Xi reactivation 0.0, RAD52 inh -26, INS-1E GSIS act 42, E-selectin induc -0.3, Casp6 inh 0 and DENV2 CPE rescue 2.
COc1ccc(S(=O)(=O)Nc2ccc3c(c2)C(=O)N([C@H](C)CO)C[C@@H](C)[C@@H](CN(C)S(=O)(=O)c2cccs2)O3)cc1 was read as F508del corr 4.2, RAD54 inh -3, Xi reactivation 0.7, RAD52 inh -2, INS-1E GSIS act 26, E-selectin induc -0.1, Casp6 inh 1 and DENV2 CPE rescue -7.
Screening COc1cc(CN2CCNC(=O)C2CC(=O)NCc2csc(C(C)C)n2)cc(OC)c1 (stereo not drawn) returned F508del corr 1.2, RAD54 inh 4, Xi reactivation 0.0, RAD52 inh -13, E-selectin induc 0.9, Casp6 inh 0 and DENV2 CPE rescue 2.
For COc1ccc(NC(=O)C2CCCN(S(=O)(=O)c3c(C)[nH]c(=O)[nH]c3=O)C2)cc1Cl (stereo not drawn) the results were F508del corr 0.6, Xi reactivation 0.0, RAD52 inh -14, INS-1E GSIS act 9, Casp6 inh -4 and DENV2 CPE rescue 0.
`COc1ccc(NC(=O)N2C[C@H](O)COC[C@@H]3O[C@H](CC(=O)NC4Cc5ccccc5C4)CC[C@H]32)cc1` gave F508del corr 2.3, RAD54 inh 1, Xi reactivation 0.1, RAD52 inh 14, INS-1E GSIS act -7, E-selectin induc 0.3, Casp6 inh 0 and DENV2 CPE rescue 3.
Screening CCC(=O)Nc1ccc2c(c1)C(=O)N(C)C[C@@H](OC)[C@H](C)CN(C(=O)C1CCC1)[C@@H](C)CO2 returned F508del corr 0.1, Xi reactivation 0.4, INS-1E GSIS act 3 and E-selectin induc -0.2.
`O=C(C[C@H]1C[C@H]2c3cc(NC(=O)C4CCC4)ccc3O[C@H]2[C@@H](CO)O1)NC1CCCC1` gave F508del corr 1.2, RAD54 inh 0, Xi reactivation 0.0, RAD52 inh -1, INS-1E GSIS act 8, E-selectin induc 0.1, Casp6 inh 0 and DENV2 CPE rescue 7.
Screening O=C(CC1C(=O)NCCN1Cc1ccc(-c2ccccc2)cc1)NCc1ccccc1 (stereo not drawn) returned RAD54 inh 16, Xi reactivation 0.0, RAD52 inh -35, INS-1E GSIS act -4, Casp6 inh -1 and DENV2 CPE rescue -4.
COc1cccc(S(=O)(=O)Nc2ccc3c(c2)C(=O)N(C)C[C@H](OC)[C@H](C)CN(Cc2ccccc2F)[C@H](C)CO3)c1 was read as F508del corr 0.0, RAD54 inh 7, Xi reactivation 0.1, RAD52 inh -5, INS-1E GSIS act -13, E-selectin induc -0.4, Casp6 inh -1 and DENV2 CPE rescue -12.
Screening O=C(NCc1ccccc1)c1onc(CSc2ccncc2)c1C(=O)NCc1ccccc1 returned F508del corr -1.0, RAD54 inh -8, Xi reactivation 0.0, RAD52 inh -9, E-selectin induc -0.1, Casp6 inh -4 and DENV2 CPE rescue -13.
`C[C@@H]1CN([C@@H](C)CO)C(=O)c2ccccc2-c2ccccc2CO[C@H]1CN(C)S(=O)(=O)c1ccc(C(F)(F)F)cc1` gave F508del corr 1.7, RAD54 inh 8, Xi reactivation 0.9, RAD52 inh 16, INS-1E GSIS act -20, E-selectin induc -3.9, Casp6 inh 0 and DENV2 CPE rescue -9.
For COc1ccccc1NC(=O)c1cnc(SCC(=O)NCC2CCCO2)n(C)c1=O (stereo not drawn) the results were F508del corr 3.0, RAD54 inh 11, Xi reactivation -0.1, RAD52 inh -9, INS-1E GSIS act 5, E-selectin induc -0.1, Casp6 inh -1 and DENV2 CPE rescue -9.
`Cc1cc(C(=O)Nc2cccc3c2O[C@H](CN(C)C(=O)Nc2c(C)noc2C)[C@H](C)CN([C@H](C)CO)C3=O)n(C)n1` gave F508del corr -0.9, RAD54 inh -4, Xi reactivation -0.7, RAD52 inh -2, INS-1E GSIS act -7, E-selectin induc 0.0, Casp6 inh 0 and DENV2 CPE rescue 4.
For CSc1ccccc1Nc1ncnc(N)n1 the results were F508del corr 0.2, Xi reactivation -0.2, RAD52 inh -12, INS-1E GSIS act -2, Casp6 inh 1 and DENV2 CPE rescue 9.
C[C@H]1CN([C@@H](C)CO)C(=O)c2cc(NC(=O)Nc3ccccc3)ccc2O[C@@H]1CN(C)Cc1ccc(Oc2ccccc2)cc1 was read as F508del corr -1.0, RAD54 inh -4, Xi reactivation 0.1, RAD52 inh -6, INS-1E GSIS act -9, E-selectin induc 0.3, Casp6 inh 0 and DENV2 CPE rescue 7.
